sPLA2-III inh = human group III sPLA2 inhibitors, primary screen, biochemical, QFRET, BODIPY PC-A2 liposome substrate; QFRET BODIPY PC-A2 liposome hydrolysis, fluorescence; Group 3 secretory phospholipase A2 (Homo sapiens), Q9NZ20; AID 743126, 2013; hit rate 0.56% among 370,000; inhibition, % at 12.2 µM;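 active = inhibition above mean plus 3 SD of compounds lying within the high and low control bounds, cut at about 19% in these data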;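 also: 0% = median of test compound wells and 100% = no enzyme DMSO wells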
ARFGAP1 inhibitor = inhibitors of rat ARFGAP1 GAP activity, primary screen, biochemical, fluorescence polarization, GDP tracer; Arfgap1-stimulated ARF1 GTP hydrolysis, GDP FP detection; inhibition, % at 16.5 µM; hit rate 0.26% among 360,000; AID 651572, 2012;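 active = inhibition above a per-plate limit, mean inhibition of low control wells plus 3 SD, cut at about 25% in these data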;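 also: 0% = DMSO wells with enzyme and 100% = wells lacking Arfgap1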
Target sequence (Q62848 1-136 limits assumed): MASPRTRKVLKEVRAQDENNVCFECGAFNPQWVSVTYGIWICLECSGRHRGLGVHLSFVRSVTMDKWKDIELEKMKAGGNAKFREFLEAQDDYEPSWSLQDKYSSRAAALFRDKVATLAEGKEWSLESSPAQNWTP
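Material: truncated rat Arfgap1 GAP domain; Incubation: compound-enzyme preincubation 20 min, reaction 120 min, detection 60 min, 25 °C; Read-out: percent inhibition of Arfgap1-stimulated GTP hydrolysis; Technique: FP, GDP Alexa 633 tracer displaced from anti-GDP antibody, 620/688 nm; Controls: No-Arfgap1 wells (100%) versus DMSO full-reaction wells (0%); Replication: single well per compound.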
ADAM10 inh = human ADAM10 inhibitors, primary screen, biochemical, QFRET, HTS; Disintegrin and metalloproteinase domain-containing protein 10 (Homo sapiens), O14672; recombinant ADAM10, EDANS/DABCYL FRET peptide cleavage, 3 h; inhibition, % at 7 µM; hit rate 0.62% among 370,000; AID 720582, 2013;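 active = inhibition above a per-campaign cutoff equal to the mean of compounds falling between control-based bounds plus 3 SD, cut at about 20% in these data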;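 also: 0% = DMSO wells while the 100% control is not disclosed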
NPR1 activator = GC-A stimulated cGMP production enhancers – HEK293 GC-A cells, cGMP TR-FRET, EC30 ANP, primary screen; 0% at EC30 ANP, 100% saturating ANP; hit rate 0.14% among 370,000; activation, % at 10 µM; in the data active = activation above about 40%
rCAG RNA binder = binders of r(CAG) RNA repeats, primary screen, biochemical, fluorescence; r(CAG) RNA repeat, TO-PRO-1 dye displacement fluorescence; inhibition, % at 3 µM; hit rate 1.3% among 370,000; AID 651821, 2012;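 active = inhibition above the plate cutoff, the mean of all test compounds on that plate plus 3 SD, cut at about 35% in these data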;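 also: 0% = DMSO alone and 100% = 100 µM mitoxantrone as full dye displacement; higher means more dye released from RNA so lower well fluorescence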
proKLK7 act = proKLK7 zymogen activators, primary screen, biochemical, fluorescence intensity | purified proKLK7, EDANS-DABCYL substrate fluorescence; 100% is mature enzyme control, 0% vehicle | hit rate 0.9% among 370,000 | activation, % at 7 µM | Kallikrein-7 (Homo sapiens), P49862;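 active = activation above the mean of all tested compounds plus 3 SD, computed per campaign excluding outliers beyond control limits, cut at about 13% in these data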
GC-B act = human GC-B receptor activators, primary screen, HEK293 GC-B cells, cGMP TR-FRET, EC30 CNP; activation, % at 10 µM; Atrial natriuretic peptide receptor 2 (Homo sapiens), P20594; hit rate 0.11% among 370,000; 0% at EC30 CNP, 100% saturating CNP;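 active = activation at 10 µM reaching about 35% in either raw or pattern-adjusted values, limit read from the data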
ASAP1 inh = inhibitors of human ASAP1 ArfGAP activity, primary screen, biochemical, fluorescence polarization; hit rate 0.19% among 360,000; ASAP1-stimulated ARF1 GTP hydrolysis, GDP FP detection; inhibition, % at 16.5 µM; Arf-GAP with SH3 domain, ANK repeat and PH domain-containing protein 1 (Homo sapiens), …; in the data active = inhibition above about 25%;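 also: 0% = vehicle with enzyme and substrate and 100% = no enzyme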
Target sequence (Q9ULH1 325-724 limits assumed): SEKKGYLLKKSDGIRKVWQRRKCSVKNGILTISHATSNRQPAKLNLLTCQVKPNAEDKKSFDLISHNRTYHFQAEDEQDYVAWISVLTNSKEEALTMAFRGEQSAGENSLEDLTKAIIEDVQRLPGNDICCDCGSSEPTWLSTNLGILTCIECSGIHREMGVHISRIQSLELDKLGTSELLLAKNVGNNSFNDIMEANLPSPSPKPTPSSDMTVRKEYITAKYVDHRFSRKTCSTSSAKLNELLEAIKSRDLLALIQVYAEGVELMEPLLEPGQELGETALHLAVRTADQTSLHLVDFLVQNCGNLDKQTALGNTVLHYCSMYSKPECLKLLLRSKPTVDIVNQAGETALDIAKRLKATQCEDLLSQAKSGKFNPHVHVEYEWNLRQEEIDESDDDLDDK
DDE Tn6 FP inh = inhibitors of Tn6 peptide binding to fibrin DD(E), primary screen, biochemical, fluorescence polarization, human fibrin, Tn6 probe; Fibrinogen beta chain (Homo sapiens), P02675; Fibrin DD(E) TRITC-Tn6 fluorescence polarization displacement; inhibition, % at 8.3 µM; hit rate 0.21% among 370,000; AID 720509, 2013;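 active = inhibition above a per-campaign cutoff: mean of compounds within control limits plus 3 SD, cut at about 15% in these data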;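 also: 0% = median of all compound wells on the plate and 100% = blocking peptide control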
Target sequence (P02675 whole entry, looked up): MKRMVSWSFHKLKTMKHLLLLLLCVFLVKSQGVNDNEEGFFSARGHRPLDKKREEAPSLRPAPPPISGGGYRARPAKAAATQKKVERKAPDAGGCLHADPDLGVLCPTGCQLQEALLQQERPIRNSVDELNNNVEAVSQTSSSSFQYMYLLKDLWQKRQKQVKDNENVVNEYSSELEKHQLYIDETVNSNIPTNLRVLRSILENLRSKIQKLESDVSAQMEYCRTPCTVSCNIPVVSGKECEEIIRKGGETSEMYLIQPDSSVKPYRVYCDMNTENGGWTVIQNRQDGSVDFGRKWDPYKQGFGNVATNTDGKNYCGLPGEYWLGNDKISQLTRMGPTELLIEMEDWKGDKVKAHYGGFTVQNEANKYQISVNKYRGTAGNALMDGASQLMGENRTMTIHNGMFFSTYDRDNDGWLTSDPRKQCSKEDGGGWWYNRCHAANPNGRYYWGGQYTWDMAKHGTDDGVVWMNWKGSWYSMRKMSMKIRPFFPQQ
FXN GAA850 act = FXN promoter activators, primary screen, cell-based, luciferase luminescence, HEK293 lucGAA850 | HEK293 lucGAA850 FXN promoter luciferase reporter, 24 h; percent of 10 µM SAHA response | activation, % at 6 µM | hit rate 0.56% among 360,000 | AID 540364, 2011;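 active = activation above the average of all compounds screened plus 3 SD, cutoff fixed separately per campaign, cut at about 7.5% in these data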;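 also: 0% = DMSO wells and 100% = 10 µM SAHA wells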
* marks the source's active call; other numbers are inactive results; i = inactive; . = no result given. Compounds were not picked by outcome (roughly 4.5% active in at least one column).

Sample of the layout:
SMILES	sPLA2-III inh	ARFGAP1 inhibitor	ADAM10 inh	NPR1 activator	rCAG RNA binder	proKLK7 act	GC-B act	ASAP1 inh	DDE Tn6 FP inh	FXN GAA850 act
Cc1cccc(OCC(=O)Nc2ccc3c(c2)nc(CCN2CCC(C)CC2)n3C)c1	-8.1	-3.5	-55.8	-2.9	-6.8	0.3	-1.8	-2.5	1.2	0.4
COc1ccccc1NC(=O)COc1cccc(-n2cnnn2)c1	-0.8	-4.9	1.1	2.8	-0.2	0.0	-1.6	14.9	2.6	3.1
Cc1cc(C)c(S(=O)(=O)Nc2ccc[nH]c2=O)c(C)c1	-8.5	-3.8	-1.1	-0.7	-4.4	-0.5	-0.5	8.9	2.4	2.5
Cc1ccccc1S(=O)(=O)N(C)C[C@H]1OCc2cnnn2CCCC(=O)N([C@@H](C)CO)C[C@H]1C	1.2	-6.5	2.3	-0.1	1.4	0.6	2.0	-17.5	5.9	-1.8
O=C(Cn1cc(/C=N/NC(=O)c2cccc(C(F)(F)F)c2)c2ccccc21)Nc1ccc(F)cc1	-4.2	9.1	-8.1	5.7	-2.1	0.9	3.4	8.9	-3.6	-0.6

Results, previewed entries included:
SMILES	sPLA2-III inh	ARFGAP1 inhibitor	ADAM10 inh	NPR1 activator	rCAG RNA binder	proKLK7 act	GC-B act	ASAP1 inh	DDE Tn6 FP inh	FXN GAA850 act
Cc1cccc(OCC(=O)Nc2ccc3c(c2)nc(CCN2CCC(C)CC2)n3C)c1	-8.1	-3.5	-55.8	-2.9	-6.8	0.3	-1.8	-2.5	1.2	0.4
COc1ccccc1NC(=O)COc1cccc(-n2cnnn2)c1	-0.8	-4.9	1.1	2.8	-0.2	0.0	-1.6	14.9	2.6	3.1
Cc1cc(C)c(S(=O)(=O)Nc2ccc[nH]c2=O)c(C)c1	-8.5	-3.8	-1.1	-0.7	-4.4	-0.5	-0.5	8.9	2.4	2.5
Cc1ccccc1S(=O)(=O)N(C)C[C@H]1OCc2cnnn2CCCC(=O)N([C@@H](C)CO)C[C@H]1C	1.2	-6.5	2.3	-0.1	1.4	0.6	2.0	-17.5	5.9	-1.8
O=C(Cn1cc(/C=N/NC(=O)c2cccc(C(F)(F)F)c2)c2ccccc21)Nc1ccc(F)cc1	-4.2	9.1	-8.1	5.7	-2.1	0.9	3.4	8.9	-3.6	-0.6
CCc1ccccc1N1CN(Cc2ccco2)CNC1=S	9.8	14.2	2.4	-4.7	-1.8	0.5	-3.1	3.5	5.2	-0.5
CC(C)[C@H](NC(=O)OCc1ccccc1)C(=O)OCC(=O)N1CCCCC1	1.7	4.7	-9.5	-1.7	-1.1	0.0	-6.5	-14.0	-8.9	2.5
Cc1ccc(-c2cc(C(F)(F)F)c(C#N)c(SCCC#N)n2)o1	1.9	-3.1	-317.2	9.9	7.1	5.0	14.5	4.0	2.6	2.6
CCCS(=O)(=O)NC(=O)C1(C)CCCN(C(=O)c2cccc(OC(F)(F)F)c2)C1 (configuration not stated)	13.1	6.7	2.1	3.6	5.1	-0.1	0.4	-4.1	7.2	0.2
CCOc1ccc(CCNC(=O)c2ccc(NC3=NC4CS(=O)(=O)CC4S3)cc2)cc1 (configuration not stated)	2.1	-7.5	3.8	0.8	0.5	0.2	-1.1	-5.1	2.4	-1.9
CCOCCCNC(=O)CCn1ccc2cc(S(=O)(=O)N3CCCC3)ccc21	1.2	5.1	-2.7	1.9	-2.0	0.5	4.0	0.9	2.1	1.3
Cc1ccccc1NC(=O)C1C2/C=C\CCCCC21 (configuration not stated)	0.4	17.8	1.1	0.8	0.7	0.3	4.2	-2.5	2.3	0.1
S=C(Nc1ccc(Oc2ccccc2)cc1)NC1CCCC1	5.6	6.3	1.4	7.2	-0.6	-0.1	2.9	-10.6	-4.1	1.5
COc1ccc(CC(=O)NC(C)c2nnc(SCC(=O)Nc3ccccc3)n2C)cc1 (configuration not stated)	3.0	-0.7	1.0	1.9	-2.1	-0.4	0.4	-3.5	-6.7	-0.2
Cc1cccc(C(=O)NNC(=O)C(=O)NC(C)(C)C)c1	1.2	-7.2	1.3	3.0	0.6	0.7	3.6	3.5	3.7	-1.6
O=C(O)CC/C(=N/NC(=O)CNC(=O)Cc1ccccc1)c1ccccc1	2.6	-0.6	12.7	4.5	-0.5	-0.7	3.2	3.2	3.2	1.4
Cn1c(NC(=O)/C=C/c2ccco2)cc(=O)n(C)c1=O	4.6	10.5	-5.8	3.9	3.2	-0.4	-2.6	11.5	3.9	2.0
N#Cc1ccccc1NC(=O)c1ccccc1OCC(=O)Nc1ccc2c(c1)oc1ccccc12	14.2	9.9	-5.7	-3.3	4.0	0.3	-5.8	-4.7	5.3	-0.6
Cc1ccc(C2=NOC(C)(c3nnc(Cc4ccccc4)o3)C2)cc1 (configuration not stated)	6.0	5.7	6.4	2.3	-1.5	-0.1	-2.6	2.7	5.0	-1.8
O=C(Nc1ccc(F)cc1F)c1ccc(S(=O)(=O)N2CCCCC2)cc1	1.3	6.0	0.6	-3.8	-1.3	0.5	-1.6	5.9	-1.0	1.4
COc1ccc(/C=C/c2cc(O)cc(OC3OC(CO)C(O)C(O)C3O)c2)cc1 (configuration not stated)	-24.8	-0.2	-19.4	1.9	0.2	-4.8	4.6	3.1	-2.0	2.8
COc1ccc(CN2CCN(C(C)C)C(CCO)C2)cc1Cn1cccn1 (configuration not stated)	1.6	1.7	-1.0	-2.1	-1.2	-0.6	0.6	10.3	-6.7	2.5
COCc1cc(/C=N\NC(=O)Cc2ccc(OC)cc2)ccc1OC	-1.9	-2.7	0.7	0.4	-0.3	-0.8	4.7	-7.6	-2.9	-1.9
CC1CCCC(NC(=O)CN2CCN(S(=O)(=O)c3ccc(Br)s3)CC2)C1C (configuration not stated)	-19.3	-6.7	5.5	-1.2	-5.6	0.4	-3.0	-5.2	-0.8	-0.8
C/C(=N\NC(=O)C(N)=O)c1ccc(O)cc1O	2.0	1.4	0.5	0.8	0.2	1.4	0.6	1.8	7.4	2.7
SMILES	sPLA2-III inh	ARFGAP1 inhibitor	ADAM10 inh	NPR1 activator	rCAG RNA binder	proKLK7 act	GC-B act	ASAP1 inh	DDE Tn6 FP inh	FXN GAA850 act
N=c1oc2cc(O)ccc2cc1C(=O)Nc1ccc(Br)cc1	-6.4	-7.9	i	29.8	11.3	4.3	17.0	-2.8	0.2	3.8
O=C(CC12CC3CC(CC(C3)C1)C2)N1CCOCC1	2.1	-5.5	-3.6	-3.3	-8.7	-0.2	0.0	2.3	0.1	-2.1
CCOC(=O)C1CCN(CC(=O)N2CCc3ccccc32)CC1	6.4	2.6	3.4	0.1	-8.5	0.1	2.0	-3.7	5.5	-0.4
CCCCCN(C(=O)CCC(=O)OCC(=O)N1CCCCC1C)c1c(N)n(CCCC)c(=O)[nH]c1=O (configuration not stated)	7.7	11.3	4.5	-0.3	-11.5	-0.4	-4.2	-1.4	0.1	1.7
O=C(CSc1nnc(-c2ccccc2F)n1C1CC1)N1CCCC1	4.5	12.8	-4.9	2.7	0.0	0.2	3.0	5.3	-6.0	-0.1
CN(CCc1ccccc1)C(=O)c1ccc(NC(=O)Cc2cccc([N+](=O)[O-])c2)cc1	-31.6	15.5	3.6	1.4	1.4	0.8	-2.5	-0.3	4.2	0.0
O=C(NC(=O)N1CCCC1)c1csnn1	8.7	-6.2	8.5	0.9	4.8	0.0	0.8	7.8	-2.2	0.9
NCCOc1cnn(-c2ccccc2Cl)c(=O)c1Cl	1.6	-10.5	-4.0	-1.9	-0.1	0.4	1.9	2.3	2.0	0.3
COC(=O)C1=C(C(=O)OC)[C@@H]2N(C)c3ccc(OC)cc3[C@@]23C[C@@H](C(=O)OC)N(C(=O)NC2CCCCC2)C3=N1	3.0	-6.5	6.0	-4.9	15.2	0.0	-9.7	1.3	-1.9	-0.9
CC1CN(C(=O)/C(=C/c2ccco2)NC(=O)c2ccccc2)CC(C)O1 (configuration not stated)	-5.1	1.1	-7.2	1.4	4.4	0.7	2.8	-3.7	0.5	0.5
CCc1nc2c(OCCOC)cccn2c1N(C)C(=O)Nc1ccccc1OC	3.5	8.5	-18.4	3.6	4.0	0.1	10.2	-5.8	0.5	1.7
CCC(=O)C1=C(O)C(c2cccc(Oc3ccccc3)c2)CCC1=O (configuration not stated)	-9.4	4.9	6.7	0.4	7.0	0.4	-6.4	-9.5	0.9	-0.8
N/C(=N\OC(=O)c1ccc(=O)n(Cc2ccccc2)c1)c1ccccn1	1.5	8.3	0.5	-2.2	-5.0	0.2	1.5	3.0	-6.7	-0.4
COc1ccc(Cl)cc1C(=O)Nc1nc(C)cc(C)n1	8.2	3.7	4.8	3.1	-1.7	-0.4	1.7	9.4	12.4	-0.8
CCN(CC)CCN(C(=O)c1ccc2ccccc2c1)c1nc2ccc(F)cc2s1	7.2	2.9	-20.6	1.8	0.2	-1.0	-7.5	2.7	-1.2	4.0
COC(c1ccccc1)c1nnc(CCC(=O)N(C)CCCC2CCCC2)o1 (configuration not stated)	-7.8	-0.8	-4.4	.	-9.6	-0.4	.	1.8	-2.1	2.5
COc1ccc(C(=O)N(CC2CCCO2)C(C(=O)NC2CCCC2)c2ccc(Cl)cc2)cc1OC (configuration not stated)	-2.9	-5.5	-4.7	-8.1	-8.6	-0.1	-9.7	-6.2	2.9	-2.9
COc1ccccc1C(=O)N(C)c1nnc(-c2ccccc2)s1	5.9	-6.5	13.5	-9.7	0.1	0.8	-0.4	-5.8	-3.5	4.4
CCOC(=O)c1cnc(-n2nc(C)cc2C)nc1N(C)C	5.6	-10.3	-7.2	4.1	-2.9	0.1	1.8	-5.2	-0.2	5.2
COC(=O)Cc1nnn2c1CC(OC)c1ccccc1-2 (configuration not stated)	5.0	12.0	0.3	4.9	3.3	0.3	4.2	-6.9	3.5	.
COc1ccccc1CC(=O)NC12CC3CC(CC(C3)C1)C2	2.0	3.3	4.9	-0.2	-8.2	0.7	2.6	-2.2	-8.4	2.7
COc1ccc2cc(CN(CC3COCCO3)S(=O)(=O)c3ccccc3)c(=O)[nH]c2c1 (configuration not stated)	3.1	0.7	-3.9	0.1	-1.6	-0.9	4.0	-11.1	8.5	-0.8
C[C@H](NC(=O)c1nc[nH]c1C(=O)N[C@@H](Cc1ccccc1)C(=O)OCc1ccccc1)C(=O)OC(C)(C)C	-12.0	6.2	24.4*	-1.9	5.5	0.4	4.4	6.8	-5.3	-0.7
Cc1ccc(Cl)cc1NC(C#N)c1ccccc1 (configuration not stated)	17.8	-6.4	2.3	-0.1	-4.2	0.7	-0.1	0.9	-1.8	3.5

High-throughput results: PubChem BioAssay, several laboratories
